NR2E3 ag-1 = agonists of human nuclear receptor NR2E3; inhibition of corepressor binding, % at 4.78 µM; Q9Y5X4; 320,000 compounds, 0.12% hits; GST-NR2E3/biotin-RetCOR TR-FRET, 1536-well; AID 2300;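 active means percent inhibition above the cutoff of mean plus 3 SD of all tested compounds, set per screening campaign, cut at about 20% in these data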;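 further: 0% = DMSO wells and 100% = biotin wells as full block of FRET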
Target sequence (Q9Y5X4 whole entry, looked up): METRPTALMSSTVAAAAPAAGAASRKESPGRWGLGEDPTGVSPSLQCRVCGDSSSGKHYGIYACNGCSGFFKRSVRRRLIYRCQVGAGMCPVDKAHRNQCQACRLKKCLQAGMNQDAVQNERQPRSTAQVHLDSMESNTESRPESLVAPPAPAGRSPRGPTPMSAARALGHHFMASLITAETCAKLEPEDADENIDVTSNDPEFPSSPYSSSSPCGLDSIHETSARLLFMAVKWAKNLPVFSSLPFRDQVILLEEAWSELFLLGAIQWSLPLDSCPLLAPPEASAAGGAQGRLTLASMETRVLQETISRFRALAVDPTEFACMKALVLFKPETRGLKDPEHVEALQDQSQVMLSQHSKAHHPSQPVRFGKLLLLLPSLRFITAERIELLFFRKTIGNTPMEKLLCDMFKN
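System: GST-tagged NR2E3 plus biotinylated RetCOR corepressor; Amount: 1.35 nM GST-tagged NR2E3 final; Dosing: single nominal compound dose of 4.8 µM; Schedule: 5 h incubation at 4 °C; Technique: TR-FRET with europium anti-GST and streptavidin-D2, 340 nm excitation; Controls: biotin wells as high control, 0.6% DMSO wells as low control.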
PDI turbidity = blocks human protein disulfide isomerase activity; P07237; PDI insulin aggregation turbidity, A650, 90 min; inhibition, % at 10 µM; 350,000 compounds, 0.052% hits;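 active means mean inhibition across replicates of 30% or more, whatever share of single replicates reach that level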;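 further: absorbance from insulin aggregation driven by PDI reduction with DTT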
CaV13 FRET inh = Disruptors of the CACNA1D IQ motif to Ca2+-dependent inactivation inhibitor domain association, primary screening, Förster resonance energy transfer in intact living …; HEK cells, CFP/YFP FRET ICDI-IQ, plate reader, 10 min; percent FRET-ratio fall versus neutral wells; inhibition, % at 12.3 µM; 340,000 compounds, 0.098% hits; AID 743397;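 active means mean replicate inhibition of at least 30% and at least 1% of replicates passing that level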;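 further: 0% = median of the neutral control wells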
HIF-2a block = HIF-2a inhibition. 786-0 RCC cells HIF-2a reporter, luciferase luminescence, overnight. inhibition, % at 18.8 µM. 360,000 compounds, 0.72% hits. AID 624352;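 active means inhibition of the luminescence signal of 40% or more relative to plate controls, in a single-dose primary screen at 18.75 µM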
Cardio protect = protects H9c2 cardiomyocytes from peroxide injury; H2O2 injury protection, ATPLite, 2 h; protection from H2O2 cell death, % at 20 µM; 360,000 compounds, 0.63% hits; AID 588492;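 active means compounds giving at least 50% protection of heart cells from peroxide-induced death in the single-dose screen, raw or plate-pattern-corrected value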;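 further: 0% = DMSO wells with peroxide and 100% = DMSO wells without peroxide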
MITF TRPM1 inh = reduces MITF-dependent TRPM1 promoter luciferase signal. inhibition, % at 12.5 µM. SK-MEL-5 TRPM1 promoter luciferase, 24 h. 330,000 compounds, 0.83% hits;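 active means mean inhibition across replicates of 60% or more, whatever share of single replicates reaches that level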; further: values of inactives mirror those of a sister screen read the other way
Peg3 prom inh = reduces Peg3 promoter-driven luciferase expression in HeLa; HeLa PEG-Prom luciferase reporter, luminescence, overnight; inhibition, % at 20 µM; 360,000 compounds, 1.7% hits; AID 588405;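 active means inhibition of at least 50% at 20 µM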
Shn3 3UTR inh = reduces Shn3 3'UTR luciferase signal in osteoblasts | Clone20 osteoblast Shn3 3'UTR firefly luciferase, 24 h | inhibition, % at 12.5 µM | 360,000 compounds, 0.52% hits;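 active means mean inhibition of at least 75% with every replicate also reaching 75%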;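 further: 0% = median of neutral control wells and 100% = pilot-screen positive control compound; some compounds past the cut are filed as inactive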
NR2E3 ag-2 = activates human NR2E3 receptor; Q9Y5X4; CHO-S Gal4-NCOR/VP16-NR2E3 two-hybrid, luciferase; inhibition of corepressor binding, % at 3.98 µM; 360,000 compounds, 0.35% hits; AID 602229;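 active means inhibition above the mean of all tested compounds plus 3 SD, cut at about 70% in these data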;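 further: 0% = DMSO with NR2E3 transfected cells and 100% = cells lacking NR2E3 construct; higher means lower luciferase signal from less NR2E3 corepressor binding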
m5-HT2A agonist = activates the mouse 5-HT2A serotonin receptor; 360,000 compounds, 0.66% hits; activation, % at 7.6 µM; CHO-K1 mHTR2A beta-arrestin complementation, luminescence; percent of 30 µM serotonin response; AID 624169;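 active means activation above a run cutoff, the mean activation of all tested compounds plus 3 SD, cut at about 14% in these data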;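 further: 0% = plate median of compound wells and 100% = 30 µM serotonin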
Target sequence (P35363 whole entry, looked up): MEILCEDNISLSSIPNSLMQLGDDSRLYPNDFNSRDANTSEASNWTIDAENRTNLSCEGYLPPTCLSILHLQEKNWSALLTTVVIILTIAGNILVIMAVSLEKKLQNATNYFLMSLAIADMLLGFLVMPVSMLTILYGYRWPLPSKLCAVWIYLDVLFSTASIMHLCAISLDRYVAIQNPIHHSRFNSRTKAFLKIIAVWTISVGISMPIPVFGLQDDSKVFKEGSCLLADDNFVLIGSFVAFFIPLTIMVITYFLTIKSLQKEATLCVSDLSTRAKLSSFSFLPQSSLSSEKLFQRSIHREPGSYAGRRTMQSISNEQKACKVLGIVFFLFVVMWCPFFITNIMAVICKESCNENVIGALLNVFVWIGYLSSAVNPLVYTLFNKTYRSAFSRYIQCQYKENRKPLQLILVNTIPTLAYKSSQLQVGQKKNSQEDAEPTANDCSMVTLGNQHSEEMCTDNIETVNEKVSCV
hiPSC survival = increases survival of single human iPS cells; hiPSC single-cell survival, ATPlite luminescence; 100% = ROCK inhibitor wells, 0% = DMSO; survival enhancement, % at 20 µM; 360,000 compounds, 0.044% hits; in the data active means survival enhancement above about 18%;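 further: cells exposed to compounds for 16 hours before the ATP read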
* marks the source's active call; other numbers are inactive results; . = no result given.

SMILES	NR2E3 ag-1	PDI turbidity	CaV13 FRET inh	HIF-2a block	Cardio protect	MITF TRPM1 inh	Peg3 prom inh	Shn3 3UTR inh	NR2E3 ag-2	m5-HT2A agonist	hiPSC survival
CCC(=O)Nc1ccc(C(=O)OCc2ccc(Cl)c(Cl)c2)cc1	0	-20	-3	-31	-12	-2	-9	19	-7	1	0.8
C=CC[C@H](CC(=O)NCCO)C(=O)N[C@@H](COC(=O)[C@@H](CC=C)Cc1ccc(F)cc1)Cc1c[nH]c2ccccc12	.	12	-11	0	16	5	3	15	11	-4	-1.6
CCc1nc2ccccc2n(CC)c1=O	-1	-2	.	11	18	-1	7	5	-7	1	9.1
CCc1ccc(NC(=O)Cn2c(=O)oc3cc(S(=O)(=O)N4CCOCC4)ccc32)cc1	1	1	-7	-10	-14	-8	12	37	35	-5	1.4
N#CC1=C(N)c2ccccc2CC12CCCCC2	3	19	-10	12	-6	0	35	7	-13	-1	-0.3
CC(=O)NC(c1ccccc1)c1nc(-c2cccc(C(=O)O)c2)cs1 (stereo unspecified)	.	-7	-5	-67	2	.	-145	-26	-91	6	1.0
Cc1ccc(S(=O)(=O)N2C[C@@H]3[C@H]4CC[C@H](C4)[C@@H]3[C@@H](C)C2CC(=O)c2ccccc2)cc1 (stereo partly specified)	.	1	-5	-12	-14	-11	4	21	-19	-4	1.8
COc1ccccc1Cc1nc(-c2cccnc2)no1	4	2	-1	-50	-1	-7	-29	-38	-26	-3	-0.2
CSc1ccccc1C(=O)C1CCCN(S(=O)(=O)c2c(C)noc2C)C1 (stereo unspecified)	3	3	-7	9	-7	10	15	8	15	1	-1.7
CC(=O)Nc1ccc(S(=O)(=O)Nc2ccc(S(=O)(=O)N3CCCCCC3)cc2)cc1	0	-9	-5	8	0	0	0	9	-2	-9	7.5
CC(=O)Nc1sc(N/N=C\c2ccccc2)nc1-c1cccs1	-1	3	-3	-46	-3	10	-199	-34	-34	-1	1.0
COc1ccccc1NC(=O)N(C)C[C@H]1OCc2cnnn2CCCC(=O)N([C@H](C)CO)C[C@H]1C	.	-4	-5	9	-5	.	-12	1	-4	9	0.2
CN(CC(=O)Nc1c(Cl)cccc1Cl)C(=O)Cc1ccsc1	.	1	-2	-2	-4	18	-11	0	-16	2	-1.4
CCCn1c(O)c(/C=C2\C=NN=C2c2ccccc2)sc1=S	0	-1	-8	-8	-6	0	0	26	-15	1	-1.0
COc1cc2c(cc1OC)CN(C(=O)CN1C(=O)c3ccc([N+](=O)[O-])cc3C1=O)CC2	0	0	-15	-14	3	10	-58	-10	26	-9	-0.3
COc1ccc([N+](=O)[O-])cc1/C=N/NC(=O)CNC(=O)c1cccc(F)c1	-3	-9	-4	10	27	-5	30	17	6	-9	2.0
Cc1cccc(CN2[C@@H](CC(C)C)COCCS2(=O)=O)c1	3	2	-5	8	0	-3	15	3	-4	4	3.3
CCOC(=O)c1ccc(NC(=O)CCC(CC)C(=O)O)cc1 (stereo unspecified)	-2	-10	0	-9	9	-12	1	1	6	3	-0.9
COc1ccccc1-c1c(C)nn2c(N3CCCCCC3)cc(C)nc12	-1	-2	-6	-6	-27	12	44	4	7	2	0.5
O=c1oc(-c2ccccc2F)nc2c1cnn2-c1ccccc1	1	-4	-6	7	-3	45	9	43	1	-2	-1.4
Cc1onc(-c2c(F)cccc2Cl)c1C(=O)N1CCc2ccccc21	2	-1	-3	12	0	4	27	6	-33	-1	-1.3
Cc1ccc(S(=O)(=O)N2C[C@H]3C(=O)C[C@@H](c4ccccc4)N(S(=O)(=O)c4ccc(C)cc4)[C@H]3C[C@H]2c2ccc(Cl)cc2)cc1	.	-2	-7	6	-2	.	-10	30	5	2	-1.8
Cc1onc(-c2ccccc2)c1C(=O)OCC(=O)N(C)c1c(N)n(Cc2ccccc2)c(=O)[nH]c1=O	3	-11	-13	11	-3	2	4	-7	20	3	-0.2
COc1ccccc1CNCC(=O)N1CC(=O)Nc2ccccc21	2	-3	2	12	1	5	24	-18	-13	-1	-0.9

Limited to NR2E3 ag-1 and Shn3 3UTR inh, for some of the entries so far:
compound	NR2E3 ag-1	Shn3 3UTR inh
CN(CC(=O)Nc1c(Cl)cccc1Cl)C(=O)Cc1ccsc1	.	0
CCCn1c(O)c(/C=C2\C=NN=C2c2ccccc2)sc1=S	0	26
COc1cc2c(cc1OC)CN(C(=O)CN1C(=O)c3ccc([N+](=O)[O-])cc3C1=O)CC2	0	-10
COc1ccc([N+](=O)[O-])cc1/C=N/NC(=O)CNC(=O)c1cccc(F)c1	-3	17
Cc1cccc(CN2[C@@H](CC(C)C)COCCS2(=O)=O)c1	3	3

Carrying on.
SMILES	NR2E3 ag-1	PDI turbidity	CaV13 FRET inh	HIF-2a block	Cardio protect	MITF TRPM1 inh	Peg3 prom inh	Shn3 3UTR inh	NR2E3 ag-2	m5-HT2A agonist	hiPSC survival
Cc1ccc(CC(=O)NCCC(=O)O)cc1	-3	2	3	8	-3	10	-2	.	3	6	-0.3
CC(=O)Nc1ccc(N(C(=O)CNC(=O)c2ccco2)C(C(=O)NC2CCCC2)c2ccco2)cc1 (stereo unspecified)	1	-2	-3	3	3	-5	-11	7	18	-11	-0.4
O=C(CNC(=O)c1ccccc1)NCC1COc2ccccc2O1 (stereo unspecified)	3	-8	.	13	2	-9	24	1	-17	3	0.4
COc1ccc(CN(Cc2cccn2C)S(=O)(=O)c2ccc(C)cc2)cc1	0	11	19	21	-5	-12	2	12	-26	-5	-0.5
COc1ccc(C(CNC(=O)c2ccc(N3CCCC3=O)cc2)N(C)C)cc1 (stereo unspecified)	7	-6	-5	-43	0	-4	-47	10	-11	4	3.9
CCN(CC)CCN(Cc1cc2ccc(C)cc2[nH]c1=O)C(=O)Nc1ccc(Cl)cc1	1	20	-5	14	14	-20	24	-5	-21	0	-1.0
O=C(NCC1(N2CCOCC2)CCCCC1)c1ccc(S(=O)(=O)Nc2ccccc2F)cc1	0	-4	-10	33	-1	-4	-22	4	2	2	0.4
COc1ccccc1CNC(=O)COc1ccc(S(=O)(=O)N2CCOCC2)cc1C	2	2	-3	20	1	-2	2	7	9	-3	-0.6
COc1ccc(NC(=O)CSc2nnnn2-c2ccccc2F)cc1	0	3	-9	-54	-6	6	-21	-1	-30	12	-0.2
COc1ccc(-c2nc(CS(=O)CC(=O)NCc3ccc4c(c3)OCO4)c(C)o2)cc1 (stereo unspecified)	4	.	-5	-3	-7	11	9	-1	0	5	-1.0
COc1ccccc1C(=O)C1CCCN(C(=O)c2cc(CC(C)C)nc(C)n2)C1 (stereo unspecified)	-3	4	-6	9	8	-8	2	-9	-26	3	1.5
CCc1ccc(NC(=S)N(CCOC)C2CCN(C(C)=O)CC2)cc1	1	6	-4	14	-4	1	-6	-23	3	-1	-0.2

4 compounds from above, ordered by molecular weight, descending:
SMILES	NR2E3 ag-1	PDI turbidity	CaV13 FRET inh	HIF-2a block	Cardio protect	MITF TRPM1 inh	Peg3 prom inh	Shn3 3UTR inh	NR2E3 ag-2	m5-HT2A agonist	hiPSC survival
COc1ccc(-c2nc(CS(=O)CC(=O)NCc3ccc4c(c3)OCO4)c(C)o2)cc1 (stereo unspecified)	4	.	-5	-3	-7	11	9	-1	0	5	-1.0
COc1ccccc1CNC(=O)COc1ccc(S(=O)(=O)N2CCOCC2)cc1C	2	2	-3	20	1	-2	2	7	9	-3	-0.6
COc1ccccc1C(=O)C1CCCN(C(=O)c2cc(CC(C)C)nc(C)n2)C1 (stereo unspecified)	-3	4	-6	9	8	-8	2	-9	-26	3	1.5
O=C(CNC(=O)c1ccccc1)NCC1COc2ccccc2O1 (stereo unspecified)	3	-8	.	13	2	-9	24	1	-17	3	0.4

Next part
SMILES	NR2E3 ag-1	PDI turbidity	CaV13 FRET inh	HIF-2a block	Cardio protect	MITF TRPM1 inh	Peg3 prom inh	Shn3 3UTR inh	NR2E3 ag-2	m5-HT2A agonist	hiPSC survival
NC(=O)c1sc2nc3c(cc2c1N)CCC3	-2	3	-4	-114	-1	-64	-88	-7	-37	-1	-0.5
Cc1ccc(S(=O)(=O)CC(=O)Nc2nc(-c3ccccc3)cs2)cc1	0	-5	0	-13	-8	-6	-1	10	-38	-4	4.3
Cc1cc(C)c(-c2csc(Cc3nc(-c4cc5ccccc5oc4=O)cs3)n2)cc1C	1	8	-5	5	-11	14	12	46	-20	-1	-2.9
COc1ccc(NC(=O)c2ccc(COc3ccccc3Br)o2)cc1OC	0	-4	-5	-74	3	-10	10	21	14	-1	9.5
Cc1cc(C)c(C(=O)C(C)OC(=O)Cc2n[nH]c(=O)c3ccccc23)cc1C (stereo unspecified)	6	2	.	19	7	2	23	23	-38	1	0.0
C=CCn1c(SCc2nc3ccccc3c(=O)[nH]2)nnc1-c1cc2cc(Cl)ccc2o1	1	-1	.	5	-3	26	13	49	-7	3	-1.6
CC(=O)NC1C(=O)N=C(SCC(=O)NCc2ccccc2)NC1=O (stereo unspecified)	6	-3	-9	16	-1	2	-2	9	3	5	1.6
CCCN1CCC(=O)N([C@H](CSc2ccc(OC)cc2)CC(C)C)CC1	3	0	-5	-178	-7	-68	-179	-26	-56	-4	-6.0
COc1cc(NC2=CC(=O)CC(C)(C)C2)cc(OC)c1OC	4	-3	-3	4	2	10	10	10	-5	4	-2.2
FC(F)(F)c1ccc(NC2=NCCC2)cc1	2	3	-7	16	-2	-2	-25	-16	11	8	-1.3

Whole records from above. Values in the order: NR2E3 ag-1	PDI turbidity	CaV13 FRET inh	HIF-2a block	Cardio protect	MITF TRPM1 inh	Peg3 prom inh	Shn3 3UTR inh	NR2E3 ag-2	m5-HT2A agonist	hiPSC survival
`COc1ccccc1NC(=O)N(C)C[C@H]1OCc2cnnn2CCCC(=O)N([C@H](C)CO)C[C@H]1C` is listed with .	-4	-5	9	-5	.	-12	1	-4	9	0.2
`CC(=O)Nc1ccc(S(=O)(=O)Nc2ccc(S(=O)(=O)N3CCCCCC3)cc2)cc1` is listed with 0	-9	-5	8	0	0	0	9	-2	-9	7.5

Compound activity as filed in PubChem BioAssay.
